TR SRC2 fluor cs: alters Texas Red total fluorescence, flagging assay interference; TRb/SRC2 Texas Red total fluorescence interference; Potency, µM (top dose mostly 106 µM), for the others: top-dose fluorescence change, negative = quenching; 0.29% of 280,000 active; AID 1479; active = well fitted curve in either direction with a large enough effect; inconclusive = small, poorly fitted or top-dose-only effect; also: % is scaled to controls: 0 for no effect and ±100 for the full control effect
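Human TRβ ligand-binding domain (0.6 uM) and Texas Red SRC2 peptide (20 nM) in Tris buffer with 1 uM T3 and 5% DMSO were incubated with pinned compound for 5 hr at ambient temperature. Total fluorescence was computed as S + 2P (555/632 nm).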
RECQ1 helicase: blocks DNA unwinding by human RECQ1 | P46063 | AID 2549 | RECQ1 DNA unwinding, red fluorescence kinetic read | Potency, µM (doses to about 57.3 µM), for inactives: top-dose activity, negative = inhibition, hits mostly inhibitors | 0.54% of 240,000 active;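 also: plate controls were vehicle for no effect and no enzyme for full effect; nearly all actives have a fitted effect of over 30% in size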
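50 nM RECQ1T1 preincubated 15 min with compound in Tris pH 8.0 buffer with MgCl2, DTT, Tween-20 and 2.5 ug/ml poly(dI-dC); started with 200 nM TAMRA/BHQ-2 forked duplex and 2 mM ATP. Unwinding read as fluorescence (525/598 nm), two reads 2 h apart.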
Tau fluor cs: counter-screen for tau fibril formation inhibitors | Potency, µM (doses to about 57.7 µM), for inactives: at the top dose activity change, negative = decrease | 0.93% of 280,000 active | tau K18 P301L Alexa594 fluorescence, heparin fibrillization; also: % is scaled to controls: 0 for no effect and ±100 for the full control effect; nearly all actives have a fitted effect of over 55% in size
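Human K18 P301L tau (15 uM unlabeled plus 0.24 uM Alexa 594-labeled, final) in 100 mM sodium acetate pH 7 was mixed with compound and 20 uM heparin and incubated 6 hr at 37 C.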
L3MBTL1 inh: L3MBTL1 (human) inhibition; AlphaScreen L3MBTL1–H3K9me1 peptide binding; Potency, µM (top dose mostly 57.1 µM), without a hit: at the highest dose activity, negative = inhibition, usual class: inhibitors; 0.66% of 230,000 active; AID 485360; also: % is scaled to controls: 0 for no effect and ±100 for the full control effect; nearly all actives have a fitted effect of over 60% in size
Target sequence (Q9Y468 whole entry, looked up): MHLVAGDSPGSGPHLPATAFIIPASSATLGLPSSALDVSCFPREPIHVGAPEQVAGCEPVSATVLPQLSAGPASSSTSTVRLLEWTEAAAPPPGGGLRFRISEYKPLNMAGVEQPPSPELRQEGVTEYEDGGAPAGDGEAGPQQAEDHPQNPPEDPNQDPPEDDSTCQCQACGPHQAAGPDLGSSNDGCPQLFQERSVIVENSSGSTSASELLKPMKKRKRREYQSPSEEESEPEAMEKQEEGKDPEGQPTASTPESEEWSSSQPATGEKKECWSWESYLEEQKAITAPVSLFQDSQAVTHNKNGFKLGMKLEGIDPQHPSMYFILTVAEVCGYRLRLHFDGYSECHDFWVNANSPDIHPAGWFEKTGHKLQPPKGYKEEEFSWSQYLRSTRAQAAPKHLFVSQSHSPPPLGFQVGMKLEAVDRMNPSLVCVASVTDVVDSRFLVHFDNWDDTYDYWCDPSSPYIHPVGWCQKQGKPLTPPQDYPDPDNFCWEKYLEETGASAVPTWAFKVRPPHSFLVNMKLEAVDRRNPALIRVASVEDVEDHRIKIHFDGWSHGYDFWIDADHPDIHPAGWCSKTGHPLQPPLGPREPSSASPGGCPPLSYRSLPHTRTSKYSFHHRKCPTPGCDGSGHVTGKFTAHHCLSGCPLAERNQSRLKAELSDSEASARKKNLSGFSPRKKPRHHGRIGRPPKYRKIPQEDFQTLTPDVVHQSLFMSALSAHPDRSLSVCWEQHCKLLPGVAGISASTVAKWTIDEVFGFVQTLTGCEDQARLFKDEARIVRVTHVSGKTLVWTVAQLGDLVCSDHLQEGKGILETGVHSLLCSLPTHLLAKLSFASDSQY
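L3MBTL1 (50 nM) pre-complexed 30 min with biotinylated H3(1-15)K9me1 peptide (75 nM), then compounds added for 30 min at room temperature; AlphaScreen streptavidin donor/nickel chelate acceptor beads (10 ug/mL final) read after 30 min dark incubation.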
TRb SRC2 PPI: disrupts binding of human TR beta to SRC2. P10828. TRbeta-SRC2 peptide binding, fluorescence polarization; receptor liganded with 1 µM T3. Potency, µM (titrated, usually from 106 µM), for the others: at the highest dose activity change, negative = inhibition, actives largely listed as inhibitors. 0.065% of 280,000 active. AID 1469;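 also: plate controls were bound peptide for no effect and peptide without receptor for full effect; nearly all actives have a fitted effect of over 50% in size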
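TRb LBD 0.6 uM + Texas Red SRC2 peptide 20 nM, 1 uM T3, Tris buffer w/ 5% DMSO; compound pinned, 5 h RT; FP read ex 555/em 632; normalized to unbound and bound controls.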
Tau fibril ThT: inhibitors of human tau fibril formation, thioflavin T binding; P10636; recombinant tau K18 P301L, heparin-induced fibrillization, ThT fluorescence; Potency, µM (titrated, usually from 57.4 µM), for the others: at the top dose activity, negative = inhibition, actives largely listed as inhibitors; 2.1% of 270,000 active; AID 1460; also: % is scaled to controls: 0 for no effect and ±100 for the full control effect; nearly all actives have a fitted effect of over 55% in size
Target sequence (P10636 561-689 P618L limits assumed): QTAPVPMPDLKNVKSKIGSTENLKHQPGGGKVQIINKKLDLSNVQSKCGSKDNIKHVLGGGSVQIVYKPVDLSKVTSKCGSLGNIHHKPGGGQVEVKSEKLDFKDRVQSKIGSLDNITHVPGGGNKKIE
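ThT emission at 510 nm, taken 1 hr after adding 30 uM dye, quantifies aggregates formed when 20 uM heparin acts on human tau K18 P301L for 6 hr at 37 C.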
Tau FP inhib: blocks human tau fibril formation measured by polarization. P10636. K18 P301L tau heparin fibrillization, Alexa594 FP, 6 h. Potency, µM (titrated, usually from 57.7 µM), for inactives: top-dose activity, negative = inhibition, actives largely listed as inhibitors. 0.39% of 280,000 active; also: % is scaled to controls: 0 for no effect and ±100 for the full control effect; nearly all actives have a fitted effect of over 55% in size
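K18 P301L tau (15 uM unlabeled/0.24 uM Alexa 594-labeled, final) + compound + heparin 20 uM final; 100 mM NaOAc pH 7; 6 hr 37 C; ThT 30 uM final added, 1 hr RT; FP ex 555/em 632 nm.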
HTT cytoprotect: Huntington cell model cytoprotection by ATP luminescence; PC12 HTT-Q103 induced, cytoprotection, ATP luminescence, 40 h; 0.14% of 230,000 active; Potency, µM (highest dose often 56.4 µM), for the others: cytoprotection (ATP increase), actives largely listed as activators; AID 1471;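 also: % of control where 0% means no effect; nearly all actives have a fitted effect of over 45% in size; toxic huntingtin expression switched on by the ecdysone agonist tebufenozide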
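Compounds added alongside 100 nM tebufenozide, which induces toxic Q103 huntingtin exon 1-GFP in stable PC12 cells; surviving cells quantified by luminescent ATP measurement. Medium: phenol red-free DMEM, 5% equine and 5% calf serum.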
* = called active by the depositor; i = inactive; ? = inconclusive; / = no result given; & = joins results of further samples; [ ] = remark or other dose. Unless noted, calls follow the shape of the dose curve; as a rule, active = well fitted curve in the direction sought with a large enough effect; inconclusive = small, poorly fitted or top-dose-only effect, or another doubt; inactive = no such curve, though single readings can be large; an effect the other way counts as inactive or inconclusive. Potency is read from the fitted curve at half-maximal effect.

#	mol	TR SRC2 fluor cs	RECQ1 helicase	Tau fluor cs	L3MBTL1 inh	TRb SRC2 PPI	Tau fibril ThT	Tau FP inhib	HTT cytoprotect
1	Cc1ccc(C(=O)COc2ccccc2-c2ccccc2)cc1	7%	-5%	-18%	102%[activator]	2%	-12%	-14%	21%[10 µM]
2	COc1ccc(CCNC(=O)CSC2=Nc3ccccc3C3=NC(CCC(=O)NCc4ccccc4)C(=O)N23)cc1OC (configuration not stated)	-1%	/	-9%	/	4%	-11%	-12%	/
3	CC(C)NC(=O)c1ccc2c(=O)n(Cc3ccco3)c(=S)[nH]c2c1	-3%	i	-4%	2%	-1%	4%	-9%	18%
4	CCOCCO	-1%	-2%	/	/	5%	/	/	7%
5	CCOCCCNC(=O)CCC(=O)NNc1nc2ccccc2c2nc(-c3ccccc3)nn12	-2%&-3%	5%	-16%&-16%	7%	3%&-10%	-2%&-10%	-2%&-4%	3%[10 µM]
6	Cc1c(NC(=O)c2ccc3c(c2)C(=O)N(CC2CCCO2)C3=O)cccc1C(=O)O (configuration not stated)	-1%	-6%	1%	17%	-4%	-7%	0%	-1%[10 µM]
7	O=C(Nc1ccccc1)N1CCC(C(=O)N(Cc2ccco2)Cc2cccs2)CC1	13%	11%	-11%	-11%	-10%	-18%	-4%	-4%[10 µM]
8	Oc1cnn(-c2ccccc2)c1	-2%	-9%	6%	-1%	6%	-1%	1%	3%[10 µM]
9	O=C(c1ccc(S(=O)(=O)Cc2cc(F)ccc2F)c([N+](=O)[O-])c1)N1CCCC1	-1%	-4%	?	/	8%	?	-9%	-81%[inhibitor]
10	OCCNc1nc(N2CCOCC2)nc(N2CCOCC2)n1	-3%	-7%	-8%	22%	-6%	-3%	-12%	-25%[10 µM]

#	mol	TR SRC2 fluor cs	RECQ1 helicase	Tau fluor cs	L3MBTL1 inh	TRb SRC2 PPI	Tau fibril ThT	Tau FP inhib	HTT cytoprotect
11	Cc1c(C(=O)NC(C)CCc2ccccc2)cccc1[N+](=O)[O-] (configuration not stated)	6%	-6%	-7%	-1%	-5%	0%	-3%	-4%
12	O=C(NNS(=O)(=O)c1ccc(Cl)cc1)C1CCN(Cc2ccccc2)CC1	2%	1%	5%	-8%	3%	0%	8%	-12%
13	Cc1ccc(OCC(=O)NC(=S)Nc2ccc(Br)c(C)n2)cc1	0%	i	-3%	0%	-3%	-17%	8%	12%
14	COc1ccc2c(C)cc(Sc3nnnn3-c3ccccc3)nc2c1	-5%	-7%	-26%	16%	1%	-10%	-10%	43%[10 µM]
15	CCCCn1c(=O)c(CCC(=O)OCC(=O)Nc2ccc(F)c(Cl)c2)nc2ccccc21	-1%	i	-23%	-7%	7%	4%	-12%	12%[10 µM]
16	COC(=O)c1ccc(OS(=O)(=O)c2ccc(NC(C)=O)cc2)cc1	-1%	0%	-11%	6%	-5%	0%	-10%	3%[0.074 µM]
17	O=C(NNc1c(F)c(F)cc(F)c1F)c1cc2ccccc2oc1=O	-3%	-13%	9%	0%	1%	1%	1%	-6%
18	COc1ccc(NC(=O)Cn2nnc3sc4c(c3c2=O)CCCC4)cc1	-6%	/	?	/	-2%	-9%	-6%	/
19	COc1ccc(CNC(=O)c2cc3ccccn3n2)c(OC)c1	0%	/	-17%	/	7%	-12%	-4%	/
20	c1ccc(-c2n[nH]c3ccccc23)cc1	1%	-19%	-16%	2%	-25%	5%	-7%	11%[10 µM]

#	mol	TR SRC2 fluor cs	RECQ1 helicase	Tau fluor cs	L3MBTL1 inh	TRb SRC2 PPI	Tau fibril ThT	Tau FP inhib	HTT cytoprotect
21	CCOc1ccc(-c2cc(C(=O)NN3CCN(C)CC3)c3cc(Cl)ccc3n2)cc1	-4%	-12%	-11%	8%	-13%	-5%	-5%	-2%[10 µM]
22	CC(=O)Nc1ccc2nc(SCCOc3ccc(C)cc3)sc2c1	7%	/	-17%	/	2%	-12%	?	/
23	CCOc1ccc(N(CC(=O)Nc2ccc(OC)cc2)S(=O)(=O)c2c(C)noc2C)cc1	0%	-5%	-10%	4%	0%	-1%	-9%	-7%
24	CCOc1ccccc1OCC(=O)NC1CCCCC1	-2%	-12%	-6%	/	-13%	-7%	-3%	-3%
25	CN=C(Nc1cc(C)nn1-c1ccccc1)c1ccccc1F	1%	i	-10%	8%	-1%	-9%	-8%	-11%
26	Cc1ccc(Nc2c(C(C)C)c(C)c(C#N)c3nc4ccccc4n23)cc1	0%	/	-19%	/	2%	?	-5%	/
27	CN(C)C(=O)c1ccc(-c2cc(C(F)(F)F)nn2C)s1	-2%	i	-9%	-1%	-4%	-18%	-8%	-13%[10 µM]
28	Cc1nn(-c2ccccc2)c2ncc(C(=O)c3cc(Cl)ccc3O)cc12	1%	-8%	-21%	-1%	2%	-2%	?	1%[0.074 µM]
29	Cc1ccc(S(=O)(=O)Nc2ccc3[nH]c(=O)sc3c2)cc1C	-4%	/	-22%	/	2%	1%	-6%	/
30	O=C(NC1=NCCS1)c1cccs1	0%	0%	-3%	/	2%	?	?	-8%[10 µM]

11 compounds from above, ordered by number of heavy atoms, lowest first.
#	mol	TR SRC2 fluor cs	RECQ1 helicase	Tau fluor cs	L3MBTL1 inh	TRb SRC2 PPI	Tau fibril ThT	Tau FP inhib	HTT cytoprotect
30	O=C(NC1=NCCS1)c1cccs1	0%	0%	-3%	/	2%	?	?	-8%[10 µM]
20	c1ccc(-c2n[nH]c3ccccc23)cc1	1%	-19%	-16%	2%	-25%	5%	-7%	11%[10 µM]
27	CN(C)C(=O)c1ccc(-c2cc(C(F)(F)F)nn2C)s1	-2%	i	-9%	-1%	-4%	-18%	-8%	-13%[10 µM]
29	Cc1ccc(S(=O)(=O)Nc2ccc3[nH]c(=O)sc3c2)cc1C	-4%	/	-22%	/	2%	1%	-6%	/
25	CN=C(Nc1cc(C)nn1-c1ccccc1)c1ccccc1F	1%	i	-10%	8%	-1%	-9%	-8%	-11%
22	CC(=O)Nc1ccc2nc(SCCOc3ccc(C)cc3)sc2c1	7%	/	-17%	/	2%	-12%	?	/
17	O=C(NNc1c(F)c(F)cc(F)c1F)c1cc2ccccc2oc1=O	-3%	-13%	9%	0%	1%	1%	1%	-6%
28	Cc1nn(-c2ccccc2)c2ncc(C(=O)c3cc(Cl)ccc3O)cc12	1%	-8%	-21%	-1%	2%	-2%	?	1%[0.074 µM]
26	Cc1ccc(Nc2c(C(C)C)c(C)c(C#N)c3nc4ccccc4n23)cc1	0%	/	-19%	/	2%	?	-5%	/
21	CCOc1ccc(-c2cc(C(=O)NN3CCN(C)CC3)c3cc(Cl)ccc3n2)cc1	-4%	-12%	-11%	8%	-13%	-5%	-5%	-2%[10 µM]
23	CCOc1ccc(N(CC(=O)Nc2ccc(OC)cc2)S(=O)(=O)c2c(C)noc2C)cc1	0%	-5%	-10%	4%	0%	-1%	-9%	-7%

New compounds follow:
#	mol	TR SRC2 fluor cs	RECQ1 helicase	Tau fluor cs	L3MBTL1 inh	TRb SRC2 PPI	Tau fibril ThT	Tau FP inhib	HTT cytoprotect
31	CCCCCn1c(N)c(-c2nc3ccccc3s2)c2c([N+](=O)[O-])nn(CC)c(=O)c21	-2%	i	?	/	1%	?	?	-20%
32	COc1ccc(/C=N/Nc2nn3cnnc3c3ccccc23)cc1	-1%	-3%	?	-24%	0%	?	2%	-35%[10 µM]
33	Cc1ccc(S(=O)(=O)NCC(=O)N(CC(=O)NC2CCCC2)c2ccc3c(c2)OCCO3)cc1	-1%	-16%	1%	-1%	5%	4%	-5%	8%[10 µM]
34	CC(=O)OCC(=O)[C@@]12OC3(CCCC3)OC1CC1C3CCC4=CC(=O)C=C[C@@]4(C)[C@]3(F)C(O)C[C@]12C (some centres not stated)	0%	-3%	-17%	/	-5%	0%	?	-61%[inhibitor]
35	Cn1c(Cn2c(=O)sc3ccccc32)nnc1SCC(=O)Nc1ccccc1F	-4%	3%	2%	-4%	5%	6%	4%	4%
36	O=S1(=O)CCC(NC(=S)N2CCOCC2)C1 (configuration not stated)	-1%[53 µM]	0%	8%	?	-4%[53 µM]	9%	-2%	-6%[10 µM]
37	CCOC(=O)c1sc(=S)n(-c2ccc(Cl)cc2)c1C	0%	-4%	-21%	-3%	-2%	-20%	-7%	-11%[10 µM]
38	COc1ccc2cc(CN(CC3CCCO3)C(=O)Nc3ccccc3)c(=O)[nH]c2c1 (configuration not stated)	-4%	-5%	-15%	1%	0%	-11%	-15%	1%[10 µM]
39	COc1cccc(OCc2nnc(SCC(=O)OCc3ccccc3)o2)c1	1%	i	-21%	32%[activator]	-11%	?	-2%	-4%[10 µM]
40	CSCCC(NS(=O)(=O)/C=C/c1ccccc1)C(=O)NCCc1ccc(S(N)(=O)=O)cc1 (configuration not stated)	-4%	9%	-16%	-9%	-11%	-11%	-5%	8%[10 µM]

#	mol	TR SRC2 fluor cs	RECQ1 helicase	Tau fluor cs	L3MBTL1 inh	TRb SRC2 PPI	Tau fibril ThT	Tau FP inhib	HTT cytoprotect
41	CN(C)c1cccc(NC(=O)C2(C)CC2(Cl)Cl)c1 (configuration not stated)	-5%	-1%	-8%	-6%	4%	-4%	0%	-32%[10 µM]
42	O=[N+]([O-])c1cc(-c2nc(-c3ccccc3)no2)ccc1N1CCOCC1	2%	/	-7%	/	-2%	0%	-1%	/
43	Cc1cccc(NC(=O)Cn2nnc(C(=O)NCc3cccs3)c2N)c1C	0%	11%	-1%	0%	-9%	-6%	4%	-23%
44	Cc1ccc(CSc2ncc(Cl)c(C(=O)Nc3nnc(C)s3)n2)cc1	?	/	-11%	/	-21%	-4%	-13%	/
45	Cc1nn(CC(=O)Nc2ccc(Cl)cn2)c(C)c1Br	-2%	-9%	-12%	0%	-10%	-10%	-5%	/
46	COc1ccc(S(=O)(=O)N(C)CC(=O)O)c2ccccc12	-3%	i	7%	/	-4%	-5%	1%	-3%
47	C=CCNC(=S)NNC(=O)c1ccc(OCC)cc1	2%	-8%	-3%	-7%	1%	-16%	10%	0%

Compound activity deposited in PubChem by National Center for Advancing Translational Sciences (NCATS).

A portion of the library; rates above refer to the full screens.
